NSD2 HMT inh = blocks human histone methyltransferase NSD2 | O96028 | NSD2 peptide methylation, AlphaScreen, 120 min | inhibition, % at 12.5 µM | 310,000 compounds, 0.54% hits; in the data active = inhibition above about 50%
dFosB act = activators of mouse delta FosB homodimer; P13346; purified delta FosB, TAMRA-CDK5 oligo fluorescence polarization; percent of positive-control signal above neutral wells; activation, % at 25 µM; 340,000 compounds, 0.99% hits;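 active = mean activation above about 17%, with every replicate also reaching it, limit read from the data, passing the limit was not always enough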;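 note: fluorescence polarization rise as delta FosB binds a TAMRA Cdk5 AP-1 oligo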
CAL PDZ FP-1 = inhibitors of human CAL PDZ peptide binding; 300,000 compounds, 0.92% hits; inhibition, % at 24.9 µM; purified CAL PDZ, TMR-peptide fluorescence polarization, 1 h; Q9HD26; AID 602252;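 active = mean inhibition of at least 30% with at least half of replicates also reaching 30%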;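 note: 0% = DMSO neutral control and 100% = excess unlabeled competitor peptide PRC23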
PfHsp90 yeast 2 = reduces growth (ATP signal) of yeast expressing P. falciparum Hsp90. 310,000 compounds, 0.32% hits. S. cerevisiae expressing PfHsp90, BacTiter-Glo ATP, 48 h; yeast lacking PDR1 and PDR3 efflux regulators. inhibition, % at 9.4 µM;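 active = every replicate shows inhibition above about 80%, whatever the replicate mean, limit read from the data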;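 note: 0% = DMSO neutral controls and 100% = 20 µM radicicol positive controls; yeast relying on Plasmodium falciparum Hsp90 in place of its own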
MITF act = increases MITF-driven TRPM1 promoter luciferase signal; activation, % at 12.5 µM; 300,000 compounds, 0.75% hits; SK-MEL-5 TRPM1-promoter luciferase, 24 h; % of positive control, neutral wells = 0;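 active = mean activation of at least 80% with every replicate also reaching 80%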;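 note: 0% = neutral control wells and 100% = parthenolide positive control wells; values of inactives mirror those of a sister screen read the other way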
PvdQ inh = blocks Pseudomonas aeruginosa PvdQ acylase activity. 340,000 compounds, 0.063% hits. purified PvdQ acylase, fluorescence plate reader. inhibition, % at 10 µM; in the data active = inhibition above about 30%, passing the limit was not always enough;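 note: 0% = vehicle neutral wells and 100% = reference inhibitor wells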
SR-BI DiI inh = mouse SR-BI HDL lipid transfer inhibition | Q61009 | ldlA[mSR-BI] CHO cells, DiI-HDL uptake fluorescence, 3 h | inhibition, % at 12.5 µM | 320,000 compounds, 0.96% hits;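 active = mean replicate inhibition of at least 70% and a set share of replicates each scoring 70 or more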;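 note: 0% = median of neutral control wells and 100% = median of positive control wells; values of inactives mirror those of a sister screen read the other way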
Target sequence (Q61009 whole entry, looked up): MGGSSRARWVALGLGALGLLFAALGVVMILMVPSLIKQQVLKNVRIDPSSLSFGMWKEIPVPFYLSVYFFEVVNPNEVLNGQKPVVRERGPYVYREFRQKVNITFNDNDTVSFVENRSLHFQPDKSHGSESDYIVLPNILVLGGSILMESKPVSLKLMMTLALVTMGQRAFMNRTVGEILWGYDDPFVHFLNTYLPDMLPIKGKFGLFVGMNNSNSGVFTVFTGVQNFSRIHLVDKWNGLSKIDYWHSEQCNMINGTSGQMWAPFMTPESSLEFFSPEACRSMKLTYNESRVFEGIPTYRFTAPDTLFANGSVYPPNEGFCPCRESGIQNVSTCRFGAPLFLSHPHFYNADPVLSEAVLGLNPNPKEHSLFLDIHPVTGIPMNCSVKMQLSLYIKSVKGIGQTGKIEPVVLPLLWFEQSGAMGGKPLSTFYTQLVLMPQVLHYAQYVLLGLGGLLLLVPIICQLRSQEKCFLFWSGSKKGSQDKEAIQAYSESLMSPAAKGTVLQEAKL
Rtt109 Vps75 = inhibitors of Candida albicans Rtt109/Vps75 histone acetyltransferase. Q5AAJ8. inhibition, % at 34.9 µM. purified Rtt109/Vps75, ThioGlo CoA-SH fluorescence, 4 h. 330,000 compounds, 0.16% hits;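 active = inhibition of at least 50% in every replicate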
Target sequence (Q5AAJ8 whole entry, looked up): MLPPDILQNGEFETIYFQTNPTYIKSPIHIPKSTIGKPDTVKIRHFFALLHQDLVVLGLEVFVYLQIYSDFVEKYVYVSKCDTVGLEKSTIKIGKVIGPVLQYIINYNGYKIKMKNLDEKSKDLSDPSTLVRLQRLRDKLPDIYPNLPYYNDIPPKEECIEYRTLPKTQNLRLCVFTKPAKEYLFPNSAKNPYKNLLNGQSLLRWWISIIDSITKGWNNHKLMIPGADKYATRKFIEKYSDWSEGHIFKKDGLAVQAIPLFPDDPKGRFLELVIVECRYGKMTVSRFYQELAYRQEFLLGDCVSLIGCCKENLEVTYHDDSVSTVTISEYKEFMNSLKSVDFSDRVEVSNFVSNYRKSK
CAL PDZ FP-2 = human CAL PDZ-peptide interaction inhibition. Q9HD26. purified CAL PDZ, TMR-peptide fluorescence polarization, 1 h. 330,000 compounds, 0.02% hits. inhibition, % at 20 µM. AID 504414;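 active = highest replicate inhibition of at least 40%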;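 note: plate controls were DMSO neutral control wells for no effect and unlabeled competitor peptide control wells for full effect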
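Read-out basis: mP drop reported as inhibition | Assay system: Tagged CAL PDZ protein CerCALP, purified | Benchmarks: Unlabelled peptide for full inhibition, DMSO wells as neutral | Schedule: 1 h incubation at room temperature before polarization reading | Buffer or medium: Sodium phosphate/NaCl buffer pH 7.4 with TCEP, IgG, Thesit | Doses: Single point, 20 µM | Measured by: Fluorescence polarization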
SR-BI uptake up = enhances SR-BI lipid uptake from DiI-HDL; activation, % at 12.5 µM; CHO ldlA[mSR-BI] cells, DiI-HDL uptake fluorescence, 3 h; 100 = double the neutral-control signal; AID 504775; 320,000 compounds, 0.096% hits;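 active = mean replicate activation of at least 60% and every replicate at or above 60%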;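 note: 0% = median plate neutral-control signal and 100% = twice that signal; values of inactives mirror those of a sister screen read the other way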
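Assay system: LDL receptor-deficient CHO ldlA cells overexpressing murine SR-BI / Medium: BSA-supplemented, HEPES-buffered Ham's F12, pH 7.4 / Probe or stimulus: DiI-labelled HDL at 10 µg/mL final / Timing: compound with DiI-HDL co-incubation, 3 h at 37 °C / Technique: bottom-read cell fluorescence after medium removal, ex 550/em 595 nm / Measure: HDL uptake via cellular fluorescence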
* marks the source's active call; other numbers are inactive results; / = no result given.

mol,NSD2 HMT inh,dFosB act,CAL PDZ FP-1,PfHsp90 yeast 2,MITF act,PvdQ inh,SR-BI DiI inh,Rtt109 Vps75,CAL PDZ FP-2,SR-BI uptake up
CCOC(=O)N1CCC(NC(=O)C(CC(C)C)NC(=O)C2CCCCC2)CC1 (stereo unspecified),-1,-14,-11,/,/,-12,-15,13,/,15
COc1ccccc1NC(=O)C(C)OC(=O)CC1CCCCC1 (stereo unspecified),-5,-1,-9,7,3,-5,12,-2,0.0,-12
O=C1N(c2ccccc2)C2CS(=O)(=O)CC2N1c1ccc(Cl)c(Cl)c1 (stereo unspecified),1,5,-2,16,12,-15,-1,/,-2.9,1
COC(=O)Cn1c(-c2ccc(OC)cc2)c(-c2ccc(OC)cc2)nnc1=O,34,-5,/,0,6,1,-14,-2,-1.8,14
CCN(CCCNC(=O)CCCCn1c(=O)[nH]c2ccccc2c1=O)c1ccccc1,-6,-3,-1,8,/,0,8,/,-3.8,-8
COc1ccccc1-c1cn[nH]c1-c1ccc(O)cc1O,/,0,25,-13,-14,-10,/,3,-0.2,/
O=C(Nc1ccc(C(=O)NC2CCCCC2)cc1)c1cncc(Br)c1,0,1,-6,-6,1,-4,38,-4,-0.5,-38
O=c1c2c3c(sc2nc2n1CCCS2)CCCC3,-2,-5,0,34,41,-13,-4,-30,-1.2,4
CC1(C(=O)O)CCC(C(=O)Nc2ccc3ccccc3c2)C1(C)C (stereo unspecified),-2,-2,-5,/,11,-10,-9,-1,5.6,9
COc1cccc(C(=O)N2CCN(C3CCC(c4ccccc4)CC3)CC2)c1OC (stereo unspecified),6,-8,0,/,-4,0,-13,-7,0.7,13
Cc1noc(C)c1COc1cccc(C(=O)OCCOc2ccc(F)cc2)c1,/,4,-4,-6,31,6,42,0,/,-42
CCCCCCCC(=O)NNC(=O)Cc1ccccc1,3,7,/,8,-9,-10,3,9,-0.5,-3
Cc1cc2oc(=O)cc(-c3ccccc3)c2c(C)c1-c1ccc(OC(F)(F)F)cc1,/,1,-6,0,-20,-3,60,-3,0.1,-60
CCc1cccc(CC)c1NC(=O)c1ccccc1,-4,-4,0,-10,-7,-7,-31,/,-1.6,31
COc1cc(C(=O)N[C@H](C(=O)Nc2nnc(C3CC3)s2)C(C)C)cc(OC)c1OC,-198,-11,-5,16,-4,-11,-21,-3,0.9,21
O/N=C1/CCSc2ccccc21,3,6,-4,11,-13,-5,22,11,-0.6,-22
CN(Cc1nc2ccccc2n1C)S(=O)(=O)c1ccc(Cl)cc1,2,-1,/,26,1,-3,-11,5,-1.3,11
O=C(Nc1cccc(F)c1)NC1(C(=O)N2CCC(O)CC2)CCCCC1,3,1,-6,-36,8,0,-23,-1,-1.5,23
CC1=NN(C(=O)c2ccco2)C(O)(c2ccccc2)C1 (stereo unspecified),-2,2,/,-8,/,0,-4,-1,-0.3,4
O=C(CSc1nnc(C2CCCCC2)o1)N1CCCCC1,-8,-2,-3,/,/,-18,8,-8,-1.1,-8
COc1ccc(N=C2SC(C(=O)N3CCN(c4ccc([N+](=O)[O-])cc4)CC3)CC(=O)N2C)cc1 (stereo unspecified),/,-3,-2,/,-12,-8,68,-18,-2.8,-68
CCOc1ccc(S(=O)(=O)Nc2cccc(C(=O)N3CCN(C(C)=O)CC3)c2)cc1,-15,4,2,9,5,0,-38,4,0.3,38
CCN(Cc1ccccc1)C(=O)COC(=O)c1cc(S(=O)(=O)Nc2ccccc2OC)ccc1O,-1,-1,2,-2,-4,-15,13,17,0.0,-13
O=C(NC1CCCCCCC1)C1c2ccccc2C(=O)N1Cc1ccco1 (stereo unspecified),8,1,/,5,-1,-10,-34,-4,-0.1,34
O=S(=O)(c1cccs1)N1CCN(CCOc2ccccc2)CC1,-1,-2,5,/,15,1,-3,18,-1.7,3
Cc1ccc(NC(=O)c2ccc(S(=O)(=O)N(C)c3ccccc3)cc2)cc1S(=O)(=O)N1CCOCC1,2,-16,0,/,-3,-7,55,-5,-0.7,-55
CCn1cc(C(=O)NCCCN2CC(C)CC(C)C2)c(=O)c2cc(S(=O)(=O)N(C)C)ccc21 (stereo unspecified),/,-1,0,19,1,-7,1,13,-0.6,-1
CC(C)Nc1nnc(SCC(=O)N2CCN(C(=O)c3ccco3)CC2)s1,-1,-6,/,0,1,-9,-1,-1,-0.6,1
Cn1c(=O)c2c(ncn2CCOc2ccc(F)cc2)n(C)c1=O,4,-7,-2,-4,-19,-4,/,-1,-2.0,/
COCCCNC(=O)CCS(=O)(=O)Cc1ccc(C)cc1,-1,-2,-3,-5,-8,0,-26,4,-2.1,26
CC(C)CC1(C)NC(=O)N(CCN2C(=O)c3ccccc3C2=O)C1=O (stereo unspecified),1,3,/,12,6,0,-23,6,-0.1,23
COc1ccc(-c2c[n+]3c4n2CCCCC4=C(c2ccccc2)C3)cc1,9,-3,-6,/,-78,-7,-1,21,/,1
O=C(CC1C(=O)NCCN1Cc1ccc(-c2ccccc2)cc1)NCCCn1ccnc1 (stereo unspecified),3,-11,-2,22,3,-10,4,3,-2.7,-4
CS/C(Nc1cc(Cl)ccc1Cl)=C(/C#N)C(=O)c1ccco1,4,-4,/,-5,/,-12,11,-1,-1.5,-11
Cc1ccc(-c2noc(CCC(=O)NCCCN3CCN(c4cccc(Cl)c4)CC3)n2)cc1,0,-5,-4,/,10,7,26,-2,-0.8,-26
S=c1nc(-c2csc3c2CCCC3)[nH][nH]1,-1,-7,/,14,/,-9,20,21,0.2,-20
CCOc1ccc(C(CC(=O)O)NC(=O)C2c3ccccc3Oc3ccccc32)cc1 (stereo unspecified),-2,2,7,0,-16,-7,-13,-7,-0.7,13
O=C(CCCc1ccccc1)Nc1ccnn1C1CCN(Cc2ccc(Cl)cc2)CC1,9,-9,-2,0,-5,-8,0,2,-2.6,0
O=C1OC[C@H]2CCCN2C(=O)[C@@H](CC(=O)N(CCO)Cc2ccccc2)C/C=C\CC[C@H]1Cc1ccc(F)cc1,/,-4,-2,22,-1,-6,13,-4,-1.7,-13
C/C(=N\NC(=O)c1ccccc1)C1C2C=CC(C2)C1(C)C (stereo unspecified),-3,-3,-1,-1,14,-16,-4,1,-3.8,4
O=C(CSc1ccc2c(c1)OCCO2)NCc1ccccc1,-1,-11,/,-9,7,-22,-12,-3,0.2,12
OC1(C#CCN2CCCC2)c2ccccc2-c2ccccc21,4,-2,/,-4,-10,-2,12,-4,-0.9,-12
COc1ccc(Cl)cc1C(=O)N/N=C/c1ccc(N2CCOCC2)cc1,0,-1,/,-12,-2,-7,37,-5,-0.4,-37
COc1ccc(Cl)cc1NC(=O)CSc1nnc(COc2ccccc2)n1N,0,-7,-2,-13,4,-16,/,-6,-2.0,/
CCCCC1=CC2=CC(=O)C(C)(OC(=O)CC)C(=O)C2=CN1C1CCCCC1 (stereo unspecified),/,-5,-2,46,-4,-16,-11,-1,-1.7,11
Cc1ccc(C(=O)N2CCC(C(=O)Nc3cccc([N+](=O)[O-])c3)CC2)cc1,-1,-9,1,3,-15,-7,23,1,-2.8,-23
CC(C)NC(=O)c1onc(CSc2ccccc2)c1C(=O)O,/,1,-5,2,-2,-10,-5,-1,-2.0,5
COc1ccc(C(=O)NCc2nnc(SCC(=O)N3CCc4ccccc43)o2)cc1OC,-2,-9,-4,0,-10,0,31,-6,-0.8,-31
Cc1cc(C)n2nc(SCCCC(=O)c3ccc(F)cc3)nc2n1,0,-1,-2,1,1,-12,-22,2,-6.7,22
COc1ccccc1N1CCN(C(=O)c2cccc(N3C(=O)NC4CC3(C)Oc3c(OC)cccc34)c2)CC1 (stereo unspecified),5,-10,/,-4,-7,-8,-13,9,-0.2,13

Next entries follow.
mol,NSD2 HMT inh,dFosB act,CAL PDZ FP-1,PfHsp90 yeast 2,MITF act,PvdQ inh,SR-BI DiI inh,Rtt109 Vps75,CAL PDZ FP-2,SR-BI uptake up
COC(=O)C1CCN(C(=O)Cc2ccc(C)cc2)CC1,-2,-3,0,10,7,-15,-17,-20,-0.7,17
COCCn1c(=NC(=O)c2ccc(S(=O)(=O)N3CCc4ccccc4C3)cc2)sc2cc(S(N)(=O)=O)ccc21,1,-10,-5,-6,4,-1,22,2,-0.2,-22
COc1ccc2nc(C)[nH]c(=O)c2c1,-2,-7,2,-45,-2,-11,-25,-1,-0.8,25
COc1ccc2cnn(-c3ccc(C)cc3)c(=O)c2c1OC,/,-3,1,12,/,-4,-14,4,0.9,14
CC(=O)c1ccc(N2CCN(C(=S)Nc3cccc(F)c3)CC2)cc1,-4,-3,-4,5,1,4,35,-1,1.1,-35
Cc1ccc(C(C)C)c(O)c1,/,-1,2,12,/,11,-34,9,1.3,34

A different layout for some results above.
Below each SMILES: NSD2 HMT inh, dFosB act, CAL PDZ FP-1, PfHsp90 yeast 2, MITF act, PvdQ inh, SR-BI DiI inh, Rtt109 Vps75, CAL PDZ FP-2, SR-BI uptake up
COc1ccc2cnn(-c3ccc(C)cc3)c(=O)c2c1OC
→ /, -3, 1, 12, /, -4, -14, 4, 0.9, 14
COc1ccc2nc(C)[nH]c(=O)c2c1
→ -2, -7, 2, -45, -2, -11, -25, -1, -0.8, 25
COC(=O)C1CCN(C(=O)Cc2ccc(C)cc2)CC1
→ -2, -3, 0, 10, 7, -15, -17, -20, -0.7, 17
COCCn1c(=NC(=O)c2ccc(S(=O)(=O)N3CCc4ccccc4C3)cc2)sc2cc(S(N)(=O)=O)ccc21
→ 1, -10, -5, -6, 4, -1, 22, 2, -0.2, -22
Cc1ccc(C(C)C)c(O)c1
→ /, -1, 2, 12, /, 11, -34, 9, 1.3, 34

Compound profiles, from the list above:
CC(=O)c1ccc(N2CCN(C(=S)Nc3cccc(F)c3)CC2)cc1 reads NSD2 HMT inh: -4; dFosB act: -3; CAL PDZ FP-1: -4; PfHsp90 yeast 2: 5; MITF act: 1; PvdQ inh: 4; SR-BI DiI inh: 35; Rtt109 Vps75: -1; CAL PDZ FP-2: 1.1; SR-BI uptake up: -35
COc1ccc2cnn(-c3ccc(C)cc3)c(=O)c2c1OC reads NSD2 HMT inh: /; dFosB act: -3; CAL PDZ FP-1: 1; PfHsp90 yeast 2: 12; MITF act: /; PvdQ inh: -4; SR-BI DiI inh: -14; Rtt109 Vps75: 4; CAL PDZ FP-2: 0.9; SR-BI uptake up: 14

Source: PubChem BioAssay
